MCF10A rerep – A quantitative high throughput screen for small molecules that induce DNA re-replication in MCF 10a normal breast cells | MCF 10A DNA re-replication, Hoechst nuclear intensity, 48 h | hit rate 2.9% among 350,000 | Potency, µM (highest dose often 46.1 µM), without a hit: at the top dose activity, positive = re-replication, usual class: activators; note: % of control where 0% means no effect; nearly all actives have a fitted effect of over 50% in size
S2 tox – Viability Counterscreen for Primary qHTS for Inhibitors of ATXN expression | hit rate 0.49% among 400,000 | Potency, µM (series often up to 56.7 µM), actives largely listed as cytotoxic | S2 cells (HEK-293 line with an ATXN2-luciferase reporter) viability, CellTiter-Fluor protease fluorescence, 24 h; note: nearly all actives have a fitted effect of over 40% in size
TGFb SMAD3 inh – qHTS for Inhibitors of TGF-b. HepG2 CAGA-GFP TGF-b/SMAD3 reporter, GFP fluorescence, 18 h; TGF-beta stimulated, 500 pg/mL final. Potency, µM (top dose mostly 46.1 µM), for inactives: at the top dose activity, negative = inhibition, hits mostly inhibitors. hit rate 1.2% among 410,000. AID 588855, 2011; note: % is set by controls: 0 for no effect and ±100 for the full control effect; nearly all actives have a fitted effect of over 65% in size
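Smad-responsive CAGA-GFP expression was quantified in HEPG2 cells exposed to compounds and 500 pg/mL final TGF-beta for 18 h at 37 degrees C; unstimulated wells defined full inhibition.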
A549 viability – Nrf2 qHTS screen for inhibitors: counterscreen for cytotoxicity; A549 ARE-Fluc cells, CellTiter-Fluor viability, 18-24 h; Potency, µM (series often up to 46 µM), for the others: top-dose activity change, negative = cytotoxicity, hits mostly inhibitors; AID 504648, 2011; hit rate 0.16% among 390,000; note: % is set by controls: 0 for no effect and ±100 for the full control effect
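A549 ARE_Fluc cells in 5% FBS OPTI-MEM were exposed to compounds in concentration-response for 18-24 h at 37 deg C. Viability was read by CellTiter-Fluor fluorescence (Ex 405/Em 525) after 30 min, before the luciferase read.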
ATXN2 expr inh – Primary qHTS for Inhibitors of ATXN expression. HEK-293 ATXN2-luciferase reporter, luminescence, 24 h. Potency, µM (titrated, usually from 57 µM), for inactives: top-dose activity change, negative = inhibition, hits mostly inhibitors. AID 1745845, 2022. hit rate 0.72% among 360,000; note: % is set by controls: 0 for no effect and ±100 for the full control effect; nearly all actives have a fitted effect of over 55% in size
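qHTS (up to 57 uM final) was run with 24 h compound exposure of reporter cells at 37 °C. Each well was multiplexed: SteadyGlo luminescence measured ATXN2-luciferase expression after a fluorogenic Gly-Phe-AFC viability readout (25 uM final).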
HepG2 viability – qHTS for Inhibitors of TGF-b: Cytotox Counterscreen. HepG2 CAGA-GFP viability, ATP luminescence, 18 h. Potency, µM (titrated, usually from 46.1 µM), inactives show at the highest dose activity change, negative = cytotoxicity, hits mostly cytotoxic. hit rate 0.76% among 410,000. AID 588856, 2011; note: some results filed as inactive show a strong effect at the top dose
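HepG2 CAGA-GFP cells (1000/well, DMEM with 1% FBS) received compound, then TGF-beta at 500 pg/mL final, and were incubated 18 hours at 37 degrees C. Viability was read by CellTiter-Glo luminescence. Media-only wells were set as complete cell-killing and DMSO as no toxicity.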
EPAC2 antag – qHTS for Antagonist of cAMP-regulated guanine nucleotide exchange factor 2 (EPAC2): primary screen; EPAC2 GEF exchange of Rap1B-BODIPY-GDP, fluorescence; Potency, µM (highest dose often 114 µM), for the others: at the highest dose activity, negative = inhibition, usual class: inhibitors; hit rate 0.18% among 360,000; note: % is set by controls: 0 for no effect and ±100 for the full control effect; nearly all actives have a fitted effect of over 45% in size; many of its hits are not listed in these tables
Target sequence (Q8WZA2 whole entry, looked up): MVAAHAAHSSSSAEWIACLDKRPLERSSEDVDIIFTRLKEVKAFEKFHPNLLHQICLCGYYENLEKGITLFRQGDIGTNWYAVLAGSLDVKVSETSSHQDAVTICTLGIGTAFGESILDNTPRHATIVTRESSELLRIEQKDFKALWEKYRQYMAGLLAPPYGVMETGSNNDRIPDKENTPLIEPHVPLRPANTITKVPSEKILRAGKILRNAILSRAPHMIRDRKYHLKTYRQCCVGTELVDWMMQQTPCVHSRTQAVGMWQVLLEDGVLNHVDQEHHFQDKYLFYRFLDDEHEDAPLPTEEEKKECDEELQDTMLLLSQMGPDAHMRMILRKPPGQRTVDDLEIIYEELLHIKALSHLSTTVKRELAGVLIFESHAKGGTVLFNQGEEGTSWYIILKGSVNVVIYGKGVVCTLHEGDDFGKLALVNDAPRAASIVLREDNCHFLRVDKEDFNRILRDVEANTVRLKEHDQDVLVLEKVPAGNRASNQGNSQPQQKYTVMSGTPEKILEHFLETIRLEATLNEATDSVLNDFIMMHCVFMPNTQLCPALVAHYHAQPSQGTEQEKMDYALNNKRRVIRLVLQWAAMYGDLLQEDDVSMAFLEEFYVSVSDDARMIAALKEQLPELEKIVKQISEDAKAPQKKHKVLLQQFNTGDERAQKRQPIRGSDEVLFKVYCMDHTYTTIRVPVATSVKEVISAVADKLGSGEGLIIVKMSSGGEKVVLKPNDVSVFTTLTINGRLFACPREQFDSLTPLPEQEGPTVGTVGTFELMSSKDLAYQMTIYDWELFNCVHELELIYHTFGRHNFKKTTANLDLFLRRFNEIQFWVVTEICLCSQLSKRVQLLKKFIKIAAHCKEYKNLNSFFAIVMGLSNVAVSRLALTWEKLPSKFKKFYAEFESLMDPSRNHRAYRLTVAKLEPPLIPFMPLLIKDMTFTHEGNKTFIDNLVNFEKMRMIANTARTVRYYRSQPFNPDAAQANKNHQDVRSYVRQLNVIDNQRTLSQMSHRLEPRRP
Nrf2 ARE act – qHTS of Nrf2 Activators; AREc32 ARE-luciferase reporter (MCF7-derived line), luminescence, 24 h; Potency, µM (series often up to 46.1 µM), for the others: at the highest dose activation, actives largely listed as activators; hit rate 0.31% among 410,000; AID 624171, 2012; note: % of control where 0% means no effect; nearly all actives have a fitted effect of over 65% in size
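Each well held 1000 AREc32 cells, which were incubated with compound for 24 hr at 37 deg C after overnight attachment, and ARE reporter activity was quantified by firefly luciferase luminescence.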
Nrf2 block – Nrf2 qHTS screen for inhibitors. A549 ARE-Fluc reporter, luciferase luminescence, 18-24 h. Potency, µM (titrated, usually from 46 µM), without a hit: at the highest dose activity change, negative = inhibition, most hits filed as inhibitors. hit rate 2.1% among 360,000. AID 504444, 2011; note: % is set by controls: 0 for no effect and ±100 for the full control effect; nearly all actives have a fitted effect of over 60% in size
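A549 ARE_Fluc cells (5000/well, 5% FBS OPTI-MEM) pre-incubated 2 h, then treated with compounds 18-24 h at 37C/5% CO2 in concentration-response. CellTiter-Fluor viability read first; BugLite luciferase luminescence after 15 min at room temperature gives Nrf2 activity.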
* hit, by the source's call; [ ] = dose if it differs, or a comment. Calls come from the whole dose curve; as a rule, active = well fitted curve in the direction sought with a large enough effect; inconclusive = small, poorly fitted or top-dose-only effect, or another doubt; inactive = no such curve, though single readings can be large; an effect the other way counts as inactive or inconclusive. Potency is the fitted concentration of half-maximal effect. An excerpt; rates above refer to the full screens.

For COc1ccc(C2c3c(ncn(CCCO)c3=N)Oc3ccc4ccccc4c32)cc1 (configuration not stated) the results were MCF10A rerep inconclusive, TGFb SMAD3 inh inconclusive, A549 viability -11%, ATXN2 expr inh inconclusive, HepG2 viability -150%, EPAC2 antag -15%, Nrf2 ARE act 6.6% and Nrf2 block inconclusive.
For Cc1c(C(=O)O)sc2c1c(=O)n(Cc1ccccc1)c(=O)n2C the results were MCF10A rerep 1%, S2 tox inactive, TGFb SMAD3 inh 4%, A549 viability -10%, ATXN2 expr inh 4%, HepG2 viability 0%, EPAC2 antag -7%, Nrf2 ARE act 0.0% and Nrf2 block -8%.
Screening CCc1ccc(NC(=O)CSc2nc3ccccc3nc2N2CCCCC2)cc1 returned MCF10A rerep 10µM*, S2 tox inactive, TGFb SMAD3 inh -1%, A549 viability -11%, ATXN2 expr inh 94%[activator], HepG2 viability -6%, EPAC2 antag 12%, Nrf2 ARE act 0.3% and Nrf2 block -16%.
For O=C(Nc1ccc(C(=O)O)cc1)/C(=C\c1cccc([N+](=O)[O-])c1)NC(=O)c1ccc(Br)o1 the results were MCF10A rerep -2%, S2 tox inactive, TGFb SMAD3 inh -17%, A549 viability -9%, ATXN2 expr inh 4%, HepG2 viability -4%, EPAC2 antag 2%, Nrf2 ARE act 0.5% and Nrf2 block -3%.
For CCOc1ccc(N2C(=O)CC(N3CCC(O)(c4ccc(Br)cc4)CC3)C2=O)cc1 (configuration not stated) the results were MCF10A rerep 3%, S2 tox inactive, TGFb SMAD3 inh inconclusive, A549 viability 0%, ATXN2 expr inh -7%, HepG2 viability -5%, EPAC2 antag 1% and Nrf2 ARE act -1.0%.
For Cc1cccc(NC(=O)c2cccc3c2C(=O)c2ccccc2-3)c1 the results were MCF10A rerep 22%, S2 tox inconclusive, TGFb SMAD3 inh -25%, A549 viability 1%, ATXN2 expr inh -22%, HepG2 viability -45%, EPAC2 antag 11%, Nrf2 ARE act 10.0% and Nrf2 block 4%.
For CC(C(=O)Nc1nnc(C2CC2)s1)N1C(=O)C2CC=CCC2C1=O (configuration not stated) the results were MCF10A rerep 13%, S2 tox inactive, TGFb SMAD3 inh 0%, A549 viability -1%, ATXN2 expr inh 7%, HepG2 viability -5%, EPAC2 antag 3%, Nrf2 ARE act -0.7% and Nrf2 block 6%.
Screening O=C(CCc1c[nH]c2ccccc12)NCCc1ccccc1 returned MCF10A rerep 5%, S2 tox inactive, TGFb SMAD3 inh -2%, A549 viability 1%, ATXN2 expr inh 7%, HepG2 viability -3%, EPAC2 antag 3%, Nrf2 ARE act 0.4% and Nrf2 block -12%.
For C#CCn1c(=NC(=O)c2cccs2)sc2cccc(OCC)c21 the results were MCF10A rerep 11%, S2 tox inactive, TGFb SMAD3 inh -4%, A549 viability 13%, ATXN2 expr inh -11%, HepG2 viability -24%, EPAC2 antag 1%, Nrf2 ARE act 4.9% and Nrf2 block 10%.
Screening O=C(NC1(C(F)(F)F)N=C2SCCN2C1=O)C1CCCCC1 (configuration not stated) returned MCF10A rerep 0%, S2 tox inactive, TGFb SMAD3 inh 5%, A549 viability 1%, ATXN2 expr inh 4%, HepG2 viability 6%, EPAC2 antag 10% and Nrf2 ARE act -1.0%.
Screening CCOc1ccc(NC2c3ccccc3C(=O)N2c2ccc(Cl)cn2)cc1 (configuration not stated) returned MCF10A rerep 2%, S2 tox inactive, TGFb SMAD3 inh 5%, A549 viability 3%, ATXN2 expr inh 28%, HepG2 viability -1%, EPAC2 antag -9%, Nrf2 ARE act 2.5% and Nrf2 block 10%.
For CCC(=O)Nc1cnc(NC(=O)c2cccc(F)c2)cc1C the results were MCF10A rerep 25%, S2 tox inactive, TGFb SMAD3 inh 12%, A549 viability -3%, ATXN2 expr inh -11%, HepG2 viability -48%, EPAC2 antag -2%, Nrf2 ARE act -0.3% and Nrf2 block inconclusive.
Screening Cc1cc(-c2n[nH]c(=S)n2-c2ccc(F)cc2)nn1C returned MCF10A rerep -5%, S2 tox inactive, TGFb SMAD3 inh -4%, A549 viability 1%, ATXN2 expr inh 3%, HepG2 viability -3%, EPAC2 antag 2%, Nrf2 ARE act -0.5% and Nrf2 block 10%.
CCOC(=O)c1c[nH]n2c(=O)cc(C)nc12 was read as MCF10A rerep 0%, TGFb SMAD3 inh -14%, A549 viability -2%, ATXN2 expr inh -6%, HepG2 viability -2%, EPAC2 antag -3%, Nrf2 ARE act -0.9% and Nrf2 block 3%.
`COc1ccc(CCN2C(=O)C3CC(C)=C(C)CC3C2=O)cc1OC` (configuration not stated) gave MCF10A rerep -2%, TGFb SMAD3 inh 0%, A549 viability -8%, HepG2 viability 1%, EPAC2 antag 3%, Nrf2 ARE act -0.1% and Nrf2 block -5%.
`COc1ccc(S(=O)(=O)NCC(c2cccnc2)N2CCN(c3ccccc3)CC2)cc1C` (configuration not stated) gave MCF10A rerep 16%, S2 tox inactive, TGFb SMAD3 inh inconclusive, A549 viability 0%, ATXN2 expr inh 5%, HepG2 viability -13%, EPAC2 antag -3%, Nrf2 ARE act 3.3% and Nrf2 block -5%.
COc1ccc(C(=O)COC(=O)c2ccco2)cc1 was read as MCF10A rerep 2%, S2 tox inactive, TGFb SMAD3 inh 11%, A549 viability 7%, ATXN2 expr inh 30%, HepG2 viability -4%, EPAC2 antag 6%, Nrf2 ARE act -0.7% and Nrf2 block 15%.
Screening O=C(O)C1CCCN(S(=O)(=O)c2cccs2)C1 (configuration not stated) returned MCF10A rerep -6%, S2 tox inactive, TGFb SMAD3 inh -7%, A549 viability -4%, ATXN2 expr inh -10%, HepG2 viability -44%, EPAC2 antag 5%, Nrf2 ARE act 0.2% and Nrf2 block 6%.
`Cc1ccccc1C(=O)N1CCN=C1SCc1ccc([N+](=O)[O-])cc1` gave MCF10A rerep 3%, S2 tox inactive, TGFb SMAD3 inh 4%, A549 viability 0%, ATXN2 expr inh -12%, HepG2 viability -19%, EPAC2 antag -10%, Nrf2 ARE act 4.4% and Nrf2 block inconclusive.
`O=C(Nc1ccc(F)cc1)Nc1ccc2c(c1)CCC2` gave MCF10A rerep 1%, S2 tox inactive, TGFb SMAD3 inh 14%, A549 viability 0%, ATXN2 expr inh 56%[activator], HepG2 viability 2%, EPAC2 antag -5%, Nrf2 ARE act -0.3% and Nrf2 block 28%.
COc1cccc(C(=O)NOCc2ccc(C)cc2)c1OC was read as MCF10A rerep -1%, S2 tox inactive, TGFb SMAD3 inh 2%, A549 viability 0%, ATXN2 expr inh 12%, HepG2 viability 6%, EPAC2 antag 0%, Nrf2 ARE act -0.4% and Nrf2 block 10%.
For CC(=O)[C@@]1(O)[C@H](C)CC2C3CC=C4CC(OP(=O)(O)O)CC[C@]4(C)C3CC[C@@]21C (some centres not stated) the results were MCF10A rerep 3%, S2 tox inconclusive, TGFb SMAD3 inh 1%, A549 viability 4%, HepG2 viability -2%, EPAC2 antag 23%, Nrf2 ARE act 0.6% and Nrf2 block -6%.
Brc1ccc(-c2c[n+]3c(n2-c2ccccc2)SCC3)cc1 was read as MCF10A rerep inconclusive, S2 tox inactive, TGFb SMAD3 inh -1%, A549 viability -5%, ATXN2 expr inh -36%, HepG2 viability -2%, EPAC2 antag 2%, Nrf2 ARE act -0.3% and Nrf2 block inconclusive.
Screening COc1cccc(OCCSc2nc3ccccc3n2CC(=O)N2CCCCC2)c1 returned S2 tox inconclusive, TGFb SMAD3 inh -9%, A549 viability -15%, ATXN2 expr inh -18%, HepG2 viability -19%, Nrf2 ARE act 1.1% and Nrf2 block 18µM*.
Cc1ccccc1OCC(=O)Nc1ccc(C)c(S(=O)(=O)N2CCCCCC2)c1 was read as MCF10A rerep 16%, S2 tox inactive, TGFb SMAD3 inh inconclusive, A549 viability -23%, ATXN2 expr inh -15%, HepG2 viability -2%, EPAC2 antag -3%, Nrf2 ARE act 1.0% and Nrf2 block 23µM*.
Screening COc1ccc(-c2cnnn2-c2ccc(NC(=O)c3ccc(S(=O)(=O)N4CCCCC4)cc3)cc2)cc1OC returned MCF10A rerep 7%, S2 tox inactive, TGFb SMAD3 inh inconclusive, A549 viability 4%, ATXN2 expr inh -6%, HepG2 viability -67%, EPAC2 antag -13%, Nrf2 ARE act 3.0% and Nrf2 block inconclusive.
COc1ccc(CCC(=O)N(C)CC(=O)Nc2cc(C)ccc2C)cc1 was read as MCF10A rerep 2%, S2 tox inconclusive, TGFb SMAD3 inh 6%, A549 viability -2%, ATXN2 expr inh -7%, HepG2 viability 3%, EPAC2 antag -2%, Nrf2 ARE act -0.1% and Nrf2 block 7%.
O=C(NC(Cc1c[nH]c2ccccc12)C(=O)O)c1ccc2c(c1)OCO2 (configuration not stated) was read as MCF10A rerep -1%, S2 tox inactive, TGFb SMAD3 inh -1%, A549 viability -1%, HepG2 viability -21%, EPAC2 antag 1%, Nrf2 ARE act -1.1% and Nrf2 block 3%.
Screening C(=C\c1nc(N2CCCCCC2)c2ccccc2n1)/c1ccccc1 returned MCF10A rerep 21µM*, S2 tox inconclusive, TGFb SMAD3 inh 0%, A549 viability inconclusive, ATXN2 expr inh inconclusive, HepG2 viability -40%, EPAC2 antag -1%, Nrf2 ARE act 12% and Nrf2 block inconclusive.
`Cc1nnc2n(c1=O)N=C(c1ccc(Cl)cc1)CS2` gave MCF10A rerep 0%, S2 tox inactive, TGFb SMAD3 inh 14%, A549 viability -13%, ATXN2 expr inh 5%, HepG2 viability -8%, EPAC2 antag -5%, Nrf2 ARE act inconclusive and Nrf2 block inconclusive.
Screening COc1ccc(-c2noc(CCC(=O)N3CCN(c4cccc(F)c4)CC3)n2)cc1 returned MCF10A rerep 14%, S2 tox inactive, TGFb SMAD3 inh -11%, A549 viability -14%, ATXN2 expr inh -8%, HepG2 viability -28%, EPAC2 antag -13%, Nrf2 ARE act 0.3% and Nrf2 block inconclusive.

Compound activity deposited in PubChem by National Center for Advancing Translational Sciences (NCATS).
